HCMV inh = blocks human cytomegalovirus replication | HFF cells, HCMV-luciferase reporter, 72 h; active compounds read low | activity change, negative = inhibition, % at 57.5 µM | 4.5% of 410,000 active; in the data active = activity change below about -60%; inconclusive = no clear call, values can overlap the other calls; inactive = above about -39%
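After 16 h attachment at 37C, HFF cells received test compound and HCMV-luciferase (1 PFU/cell); reporter luminescence read 72 h later, data normalized against buffer-only and known inhibitor Salinomycin.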
TbPYK inhibitor = blocks Trypanosoma brucei pyruvate kinase. Q57TT1. AID 624173. TbPYK enzyme, Kinase-Glo Plus ATP luminescence, 45 min. 0.12% of 410,000 active. Potency, µM (top dose mostly 76.8 µM), for inactives: top-dose activity, negative = inhibition, hits mostly inhibitors; also: potency is read from the fitted curve at half-maximal effect; nearly all actives have a fitted effect of over 50% in size
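TbPYK + substrate in 50 mM TEA pH 7.2, 100 mM KCl, 10 mM MgCl2, 0.05% BSA, 0.01% Tween-20; cpd pinned; ADP 130 uM final; 45 min RT; Kinase-Glo Plus 10 min; luminescence endpoint.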
AmpC inh no detg = blocks E. coli AmpC beta-lactamase in detergent-free assay; AID 485341; P00811; Potency, µM (doses to about 57.1 µM), without a hit: at the top dose activity change, negative = inhibition, actives largely listed as inhibitors; 0.52% of 330,000 active; AmpC nitrocefin hydrolysis, absorbance 480 nm, 0.0001% Triton;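 also: potency is read from the fitted curve at half-maximal effect; plate controls were no compound for no effect and no enzyme for full effect; nearly all actives have a fitted effect of over 20% in size; some results filed as inactive show a strong effect at the top dose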
Target sequence (P00811 whole entry, looked up): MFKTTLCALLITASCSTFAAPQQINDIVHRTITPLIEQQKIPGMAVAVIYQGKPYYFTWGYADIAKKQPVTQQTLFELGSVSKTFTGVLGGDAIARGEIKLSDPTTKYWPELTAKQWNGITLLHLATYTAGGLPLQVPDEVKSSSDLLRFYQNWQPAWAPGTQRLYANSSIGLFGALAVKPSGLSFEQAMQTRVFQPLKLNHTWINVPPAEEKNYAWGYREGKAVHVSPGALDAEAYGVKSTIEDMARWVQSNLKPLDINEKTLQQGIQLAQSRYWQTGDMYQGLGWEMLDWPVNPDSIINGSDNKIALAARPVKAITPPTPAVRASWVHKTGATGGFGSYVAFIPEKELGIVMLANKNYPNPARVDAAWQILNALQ
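AmpC (5.3 nM in the dispensed reagent) in 20 mM phosphate pH 7.0 with 0.01% (detergent screen) or 0.0001% Triton X-100 was preincubated with compounds for 15 min at room temperature. Nitrocefin was then added from an 800 uM solution, and hydrolysis was followed at 480 nm.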
AMA1 RON2 block = inhibitors of Plasmodium falciparum AMA1-RON2 interaction | Potency, µM (top dose mostly 58.2 µM), without a hit: at the top dose activity change, negative = inhibition, most hits filed as inhibitors | AlphaScreen AMA1-biotinylated RON2 peptide binding | AID 720542 | 0.2% of 360,000 active;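 also: potency is read from the fitted curve at half-maximal effect; 0% = vehicle wells and -100% = peptide control; nearly all actives have a fitted effect of over 45% in size; some results filed as inactive show a strong effect at the top dose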
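AMA1 (3D7) with his tag at 25 nM final met compounds first, then biotinylated RON2 peptide at 25 nM; detection used donor plus acceptor beads, 10 µg/mL apiece, read by AlphaScreen after 30 min at room temperature.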
AmpC detergent = AmpC beta-lactamase inhibition with detergent present; P00811; AmpC hydrolysis of nitrocefin, absorbance 480 nm, 0.01% Triton; Potency, µM (doses to about 114 µM), inactives show top-dose activity change, negative = inhibition, usual class: inhibitors; 0.041% of 370,000 active; AID 485294;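 also: potency is read from the fitted curve at half-maximal effect; 0% = no-compound wells and -100% = no-enzyme wells; nearly all actives have a fitted effect of over 25% in size; some results filed as inactive show a strong effect at the top dose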
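20 mM phosphate pH 7.0 + 0.01% (detergent screen) or 0.0001% Triton X-100; 5.3 nM AmpC reagent; cpd preinc 15 min RT; nitrocefin (800 uM stock) to start; A480 q20 s × 4 min; Activity was normalised to no-enzyme and no-compound control wells.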
LmPK inh = LmPK (Leishmania mexicana) enzyme inhibition. Q27686. purified LmPK, Kinase-Glo ATP luminescence, 1 h. Potency, µM (highest dose often 57.5 µM), without a hit: at the highest dose activity change, negative = inhibition, most hits filed as inhibitors. 0.37% of 290,000 active; also: potency is read from the fitted curve at half-maximal effect
Target sequence (Q27686 whole entry, looked up): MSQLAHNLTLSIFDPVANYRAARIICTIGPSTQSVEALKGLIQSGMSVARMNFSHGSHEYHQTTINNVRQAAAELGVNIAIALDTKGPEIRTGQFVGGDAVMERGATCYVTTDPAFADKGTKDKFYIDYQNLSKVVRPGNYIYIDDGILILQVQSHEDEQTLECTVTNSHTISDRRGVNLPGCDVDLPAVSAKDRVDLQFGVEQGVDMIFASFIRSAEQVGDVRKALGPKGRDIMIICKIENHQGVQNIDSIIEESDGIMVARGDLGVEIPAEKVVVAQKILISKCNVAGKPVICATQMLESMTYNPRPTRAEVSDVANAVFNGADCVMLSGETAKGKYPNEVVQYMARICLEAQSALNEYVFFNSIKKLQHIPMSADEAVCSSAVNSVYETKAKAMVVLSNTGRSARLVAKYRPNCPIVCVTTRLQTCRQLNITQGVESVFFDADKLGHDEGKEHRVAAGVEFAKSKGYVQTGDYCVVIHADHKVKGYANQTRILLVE
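qHTS format; LmPK 0.1 nM; substrates PEP 0.5 mM and ADP 0.1 mM. One-hour room-temperature incubation, then coupled luciferase luminescence; 0.5 nM enzyme wells mark activation.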
Sm TGR block = inhibitors of Schistosoma mansoni thioredoxin glutathione reductase; Q962Y6; purified TGR, DTNB reduction, TNB absorbance 405 nm; Potency, µM (top dose mostly 114 µM), inactives show at the top dose activity change, negative = inhibition, usual class: inhibitors; 3% of 360,000 active; also: potency is read from the fitted curve at half-maximal effect; nearly all actives have a fitted effect of over 60% in size
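First, TGR (20 nM dispensed) and NADPH were mixed with compound. Second, a 15 min room-temperature incubation followed. Third, further NADPH and then DTNB were added to start the reaction. Finally, TNB absorbance was monitored kinetically.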
* = called active by the depositor; ? = inconclusive; . = no result given; [ ] = another dose, or the depositor's remark. Unless noted, calls follow the shape of the dose curve; as a rule, active = well fitted curve in the direction sought with a large enough effect; inconclusive = small, poorly fitted or top-dose-only effect, or another doubt; inactive = no such curve, though single readings can be large; an effect the other way counts as inactive or inconclusive. Unless noted, % is scaled to controls: 0 for no effect and ±100 for the full control effect.

SMILES	HCMV inh	TbPYK inhibitor	AmpC inh no detg	AMA1 RON2 block	AmpC detergent	LmPK inh	Sm TGR block
CNC(=O)Cc1nc2ccccc2n1CC(=O)Nc1cc(C)cc(C)c1	-26	2%	122%[activator]	0%	5%	11%	-1%
COc1cccc(-c2nn(C)c3sc(C(=O)N4CCN(c5ccccc5)CC4)cc23)c1	15	0%	-18%	?	-9%	-6%	8%
O=C(CN1C(=O)NC2(CCCC2)C1=O)OCc1ccc(Br)cc1	-18	-3%	5%	11%	-10%	.	0%
O=C(C1CC1)N1CCc2cc(Br)cc(S(=O)(=O)N3CCN(c4cccc(Cl)c4)CC3)c21	-6	1%	.	.	8%	.	8%
CCOC(=O)c1c(CN2CCN(CC#N)CC2)n(C)c2cc(Br)c(OC)cc12	-4	-2%	190%[activator]	-11%	4%	6%	-17%
COc1ccc(-c2nn(-c3ccccc3)cc2C(=O)Nc2ccc(C(=O)O)cc2)cc1OC	7	-3%	-24%	-23%	-4%	-1%	3%
CN(C)CCCN(C(=O)c1ccco1)c1nc2ccc(Cl)cc2s1	-10	4%	70%[activator]	-26%	0%	-1%	9%
COc1cc(NC(=O)C/C(C)=N/NC(=O)c2cccc(O)c2)c(OC)cc1Cl	-4	-3%	-6%	25%	-12%	4%	-12%
Cn1c(=O)c2c(nc3n2CC(O)CN3c2ccccc2)n(C)c1=O (stereo not given)	12	-1%	.	-11%	.	.	.
Cc1[nH]c2ccccc2c1N=Nc1ccccc1C(=O)O	93	-3%	-25%	46%[activator]	-3%	-5%	-13%
COc1ccc(/C=N/n2cncn2)cc1Cn1nc(C)c([N+](=O)[O-])c1C	.	0%	30%	23%	-4%	0%	-8%
Cc1oc(-c2ccccc2Cl)nc1CN1CCCN(C(=O)c2ccco2)CC1	-31	-2%	69%[activator]	-5%	11%	7%	-14%
Cc1ccnc(NC(c2ccccc2)c2ccc3cccnc3c2O)c1 (stereo not given)	-78*	68%[activator]	.	-78%	.	.	.
O=C(NCCN1CCCC1)c1ccc(Cn2c(=S)[nH]c3ccc(Br)cc3c2=O)cc1	5	-25%	-5%	21%	4%	-7%	-7%
CN(CC(=O)Nc1cccc(F)c1)C(=O)c1ccc(-n2cncn2)c([N+](=O)[O-])c1	-37	-2%	-28%	2%	-12%	.	-3%
CCC1CCc2c(sc(NC(=O)c3cnccn3)c2C(N)=O)C1 (stereo not given)	-34	-18%	-23%	87%[activator]	?	-4%	3%
COc1ccc(C(CNC(=O)c2ccc(S(=O)(=O)Nc3ccccc3OC)cc2)N2CCCC2)cc1 (stereo not given)	-15	2%	.	-4%	.	.	.
Cc1noc(C)c1S(=O)(=O)N1CCCCC1	7	2%	-6%	12%	?	0%	1%
COc1ccc(/C=C/C(=O)Nc2c(C(=O)O)[nH]c3ccccc23)cc1OC	26	4%	-23%	-5%	-2%	3%	-4%
CC1CCCCC1NC(=O)CNC(=O)c1ccco1 (stereo not given)	3	10%	-1%	3%	?	.	-1%
CCCCC(CCC(=O)O)(C(=O)OCC)c1csc(Nc2ccccc2)n1 (stereo not given)	.	2%	46%	5%	1%	1%	-29%
Clc1ccc2[nH]c3c(NCC4CCCO4)ncnc3c2c1 (stereo not given)	-65*	.	-20%	.	-13%	-1%	-4%
O=C(CCC(=O)N1CCSc2ccccc21)NCc1ccc(Cl)cc1	-21	-6%	23%	-3%	-12%	3%	10%
CCOC(=O)c1c(C)[nH]c(C)c1S(=O)(=O)NCc1ccc(OCC)cc1	7	-13%	-22%	-2%	-4%	8%	6%

Two entries from above, as labelled records:
Molecule: O=C(CCC(=O)N1CCSc2ccccc21)NCc1ccc(Cl)cc1
  HCMV inh: -21 | TbPYK inhibitor: -6% | AmpC inh no detg: 23% | AMA1 RON2 block: -3% | AmpC detergent: -12% | LmPK inh: 3% | Sm TGR block: 10%

Molecule: CCOC(=O)c1c(C)[nH]c(C)c1S(=O)(=O)NCc1ccc(OCC)cc1
  HCMV inh: 7 | TbPYK inhibitor: -13% | AmpC inh no detg: -22% | AMA1 RON2 block: -2% | AmpC detergent: -4% | LmPK inh: 8% | Sm TGR block: 6%

New compounds follow.
SMILES	HCMV inh	TbPYK inhibitor	AmpC inh no detg	AMA1 RON2 block	AmpC detergent	LmPK inh	Sm TGR block
CCN(CC)S(=O)(=O)c1cccc(NC(=O)CSc2nnc(N)s2)c1	102	-2%	-22%	5%	-3%	-2%	-17%
Cc1ccc(SCc2[nH]nc3c2C2(CCSCC2)C(C#N)=C(N)O3)cc1	8	-4%	28µM*	-2%	-4%	-1%	-9%
Cc1cc(C)c(OCC(=O)OCC(=O)NCc2ccco2)c(C)c1	22	2%	.	-5%	.	.	.
Cc1csc(SCC(=O)Nc2ccc(CC#N)cc2)n1	18	3%	.	-15%	.	.	.
O=C(c1ccccc1)N1CCCC(C(=O)N2CCCCCC2)C1 (stereo not given)	-3	-1%	3%	12%	-11%	-1%	13%
CC(C)(O)c1cc2ccc(C#Cc3ccsc3)cc2c(=O)o1	19	-25%	48%	-1%	4%	.	-36%
O=C(CC(CC(=O)c1ccccc1)c1ccccc1)c1ccccc1	-9	0%	-19%	21%	1%	-1%	3%
CN(C)CCNC(=O)c1cccn(Cc2cc(C(F)(F)F)cc(C(F)(F)F)c2)c1=O	0	-9%	61%[activator]	14%	1%	5%	5%
CCC(C(=O)NCc1ccco1)N(Cc1cccs1)C(=O)CNS(=O)(=O)c1ccccc1 (stereo not given)	10	.	-14%	-9%	?	2%	0%
CCOC(=O)c1cnc(SCC(=O)NCc2cccs2)nc1N	-38	5%	-12%	-6%	8%	-4%	13%
COc1ccc(OC)c(N2C(=O)NC(=O)C(CCc3ccncc3)(CCc3ccncc3)C2=O)c1	82	-3%	-14%	11%	-2%	1%	-26%
Cc1cc(C)n(-c2ccc(NC(=O)C3CCN(Cc4cnc(C)s4)CC3)cc2)n1	-60*	-3%	37%	-14%	?	4%	0%
COc1ccc(OC)c(S(=O)(=O)Nc2ccc(O)c(Sc3ncn[nH]3)c2)c1	45	-20%	-28%	29%	4%	0%	0%
Cc1ccc(NC(=O)Nc2cccs2)cc1	77	-11%	-44%	16%	-10%	-30%	-30%
C=C1C[C@H]2[C@@H]3CCc4cc(OC)ccc4[C@H]3CC[C@]12C	-69*	-2%	-12%	18%	?	.	-1%
O=C(CSC1=Nc2ccccc2N=C(c2ccc(F)cc2)C1)NCc1ccccc1Cl	-32	3%	.	.	19%	.	11%
Cc1ccc(S(=O)(=O)c2c(C)nn(C(C)(C)C)c2OC(=O)c2ccc(Br)o2)cc1	-64*	-3%	2%	-5%	6%	0%	8%
CCCNC(=O)NC(=O)CSc1cccc(C(F)(F)F)c1	6	1%	-22%[11.4 µM]	-1%	-2%	1%	14%
CN(CC(=O)NCCc1ccc(S(N)(=O)=O)cc1)S(=O)(=O)c1cccc2nsnc12	-36	0%	5%	8%	2%	4%	-1%
Cc1nc(-c2cccnc2)sc1C(=O)Nc1ccc(Cl)cc1	-33	1%	-13%	?	-1%	4%	-15%
Cc1ccc(NC(=O)C(C)OC(=O)Cc2c[nH]c3ccccc23)cc1 (stereo not given)	-3	1%	-38%	10%	?	.	0%
O=C(CNS(=O)(=O)c1c(Cl)cccc1Cl)N1CCCCCC1	-28	-17%	-11%	56%[activator]	3%	10%	6%
COc1ccc(-n2nc(C(=O)O)c(=O)n(C)c2=O)cc1	-6	-9%	.	.	2%	.	-12%
O=C1NC[C@H](Cc2ccccc2)N(C[C@H]2CCCN2C[C@H](Cc2ccccc2)N2C[C@H](Cc3ccccc3)N(CC3CCCCCC3)C(=O)C2=O)C1=O	-22	-3%	.	0%	.	.	.
CCOC(=O)C(C)c1c(C(=O)c2ccc(C)nc2)c2ccccc2n1C (stereo not given)	17	.	35%	.	-1%	1%	0%
CCCN1C(=O)C(O)(C/C(C)=N/O)c2ccccc21 (stereo not given)	0	-4%	-8%	-3%	-4%	-2%	19%
O=C(NCc1cc([N+](=O)[O-])ccc1O)c1cccnc1Sc1ccccc1Cl	-23	8%	-23%	0%	3%	-7%	-15%
NS(=O)(=O)c1ccc(CCNS(=O)(=O)c2cccs2)cc1	-9	-3%	-16%	7%	4%	8%	1%
CCc1ccccc1NC(=O)c1ccc2c(c1)nnn2C1CCCC1	-22	0%	.	.	0%	.	0%
COCc1c(C(=O)N2CCc3ccccc32)oc2ccccc12	12	6%	-20%	4%	-4%	-3%	9%
COC(=O)C1=C(C(=O)OC)C(c2cc([N+](=O)[O-])ccc2O)c2sc(=O)[nH]c2S1 (stereo not given)	-34	-13%	-48%	-4%	?	1%	-24%
COCCN(CC(=O)NCC1CCCO1)C(=O)CCC(=O)Nc1cc(C)on1 (stereo not given)	7	1%	-16%	-13%	-17%	0%	0%
O=C(CN1CCN(C(=O)C2COc3ccccc3O2)CC1)Nc1ccccc1 (stereo not given)	1	-2%	37%	-12%	-5%	2%	0%
CN(C(=O)c1ccc(NC(=O)Cc2ccc(NC(=O)C3CCCN(C(=O)C4CCCCC4)C3)cc2)cc1)C1CC1 (stereo not given)	-28	3%	56%	7%	-2%	.	-1%
CC(=O)N1CCc2c(sc(NC(=O)CSc3ccccc3)c2-c2nc3ccccc3s2)C1	-97*	-4%	.	.	1%	.	-10%
CCOC(=O)C(=CNNc1cccc(Cl)c1)C(=O)OCC	24	-17%	-2%	?	9%	1%	8.9µM*
O=C(O)CCCOc1ccc(Cl)cc1Cl	-30	-5%	.	-3%	.	.	.
Cc1ccc(C)c(NC(=O)c2nc(Cl)ccc2Cl)c1	20	-2%	-9%[11.4 µM]	-3%	?	-10%	-4%
OCc1ccccc1NC(=S)Nc1cccnc1	49	1%	-24%	-6%	-17%	0%	?
COc1ccc(Cl)cc1NC(=O)N1CCC2(CC1)Oc1ccccc1C(=O)N2Cc1ccc(F)cc1	3	4%	.	.	-5%	.	-2%
COc1ccc(C(=O)NCC2OCCc3ccccc32)cc1 (stereo not given)	49	1%	-28%	-4%	?	0%	18%
COC(=O)[C@@H](CC(C)C)NS(=O)(=O)N(Cc1ccccc1)[C@@H](CC(C)C)C(=O)OC	?	4%	63%[activator]	9%	5%	.	-2%
CCOc1ccc(-n2nc(CO)c(C(=O)NCc3ccc(Cl)cc3)n2)cc1	?	0%	.	.	18%	.	8%

Bioassay records as filed in PubChem.
